High-throughput results (PubChem BioAssay)
SRC1 inh – SRC1 coactivator transcriptional activity inhibitors, primary screen, cell-based, luminescence; HEK293 GAL4-SRC1 luciferase reporter; inhibition, % at 3.6 µM; 360,000 tested, 0.12% active; Nuclear receptor coactivator 1 (Homo sapiens), Q15788;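 active means inhibition above the campaign mean plus 3 SD, with each screening campaign given its own cutoff, cut at about 60% in these data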;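 further: 0% = DMSO treated cells and 100% = gossypol at 36 µM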
NR5A2 inv ag – LRH-1 (NR5A2) inverse agonists, primary screen, cell-based, luminescence, HEK293T, StAR-luciferase reporter. Nuclear receptor subfamily 5 group A member 2 (Homo sapiens), O00482. LRH-1 transfected, 24 h. inhibition, % at 3.6 µM. 360,000 tested, 0.13% active. AID 602396, 2012;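 active means inhibition above the mean inhibition of all tested compounds plus 3 SD, cut at about 73% in these data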;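 further: 0% = DMSO wells and 100% = reporter-only cells lacking LRH-1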
NCOA3 inh – SRC3 coactivator transcriptional activity inhibitors, primary screen, cell-based, luminescence. inhibition, % at 3.6 µM. HEK293 GAL4-SRC3 luciferase reporter. Nuclear receptor coactivator 3 (Homo sapiens), Q9Y6Q9. 360,000 tested, 0.17% active;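 active means inhibition above a per-campaign cutoff, the mean of all compounds plus 3 SD, cut at about 60% in these data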;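 further: 0% = DMSO-treated cells and 100% = gossypol-treated cells at 36 µM; higher means less SRC3-driven luciferase light from the GAL4 reporter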
TLR9-MyD88 inh – inhibitors of TLR9-MyD88 association in cells, primary screen, cell-based, CHO, BLA complementation, fluorescence; Toll-like receptor 9 (Homo sapiens) + Myeloid differentiation primary response protein …; CCF4 FRET ratio; inhibition, % at 4.98 µM; 340,000 tested, 0.21% active; AID 504734, 2011;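 active means inhibition above the mean over all tested compounds plus 3 SD, cut at about 21% in these data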;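 further: 0% = DMSO only wells and 100% = clavulanate BLA inhibitor control wells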
Target sequence (Q99836 whole entry, looked up): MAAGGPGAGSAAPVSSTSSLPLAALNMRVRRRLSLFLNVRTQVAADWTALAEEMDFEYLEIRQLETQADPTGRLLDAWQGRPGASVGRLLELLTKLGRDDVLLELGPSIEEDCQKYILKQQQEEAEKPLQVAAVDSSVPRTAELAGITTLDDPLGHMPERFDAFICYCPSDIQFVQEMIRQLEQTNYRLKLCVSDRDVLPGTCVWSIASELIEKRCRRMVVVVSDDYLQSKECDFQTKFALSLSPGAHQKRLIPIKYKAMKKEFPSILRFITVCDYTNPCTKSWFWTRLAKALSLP
Target sequence (Q9NR96 whole entry, looked up): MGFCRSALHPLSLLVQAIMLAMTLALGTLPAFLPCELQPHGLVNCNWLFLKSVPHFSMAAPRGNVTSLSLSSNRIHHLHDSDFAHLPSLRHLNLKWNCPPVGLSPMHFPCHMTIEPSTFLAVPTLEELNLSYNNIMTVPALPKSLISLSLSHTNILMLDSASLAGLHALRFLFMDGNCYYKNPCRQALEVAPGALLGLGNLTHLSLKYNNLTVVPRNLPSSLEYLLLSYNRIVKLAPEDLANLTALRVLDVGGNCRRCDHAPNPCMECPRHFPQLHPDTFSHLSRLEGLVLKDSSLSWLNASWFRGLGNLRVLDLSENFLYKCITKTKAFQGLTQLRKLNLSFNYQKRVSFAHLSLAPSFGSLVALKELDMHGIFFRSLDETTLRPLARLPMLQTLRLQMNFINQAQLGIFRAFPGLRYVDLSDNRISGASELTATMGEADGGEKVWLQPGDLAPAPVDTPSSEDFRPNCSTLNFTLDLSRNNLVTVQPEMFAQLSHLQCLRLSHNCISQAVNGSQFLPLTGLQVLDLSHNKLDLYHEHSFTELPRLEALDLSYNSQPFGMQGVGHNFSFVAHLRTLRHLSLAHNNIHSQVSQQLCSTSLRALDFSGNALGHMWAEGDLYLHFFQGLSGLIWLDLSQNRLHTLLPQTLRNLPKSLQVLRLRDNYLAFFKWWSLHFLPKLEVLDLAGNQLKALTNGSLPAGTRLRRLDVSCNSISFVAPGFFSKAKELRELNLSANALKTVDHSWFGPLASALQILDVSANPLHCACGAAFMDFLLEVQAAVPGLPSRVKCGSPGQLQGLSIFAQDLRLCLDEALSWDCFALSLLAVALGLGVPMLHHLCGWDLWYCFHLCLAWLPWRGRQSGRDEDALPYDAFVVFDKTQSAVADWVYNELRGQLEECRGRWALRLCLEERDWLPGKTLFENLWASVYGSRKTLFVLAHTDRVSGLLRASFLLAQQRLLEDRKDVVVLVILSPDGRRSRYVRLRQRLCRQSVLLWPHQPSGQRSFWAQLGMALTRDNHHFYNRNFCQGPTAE
SRC2 inh – inhibition of GAL4-SRC2 driven luciferase reporter, primary screen, SRC2 inhibitor project, cell-based, luminescence; HEK293 GAL4-SRC2 luciferase reporter; 370,000 tested, 0.17% active; Nuclear receptor coactivator 2 (Homo sapiens), Q15596; inhibition, % at 9 µM;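 active means inhibition above the mean inhibition of all tested compounds plus 3 SD, set per campaign, cut at about 52% in these data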;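 further: 0% = DMSO treated cells and 100% = cells given Gossypol at 36 µM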
NOD2 RIPK2 PPI – NOD2-RIPK2 binding disruptors in cells, primary screen, fluorescence, CHO cells, BLA complementation | inhibition, % at 4.98 µM | Receptor-interacting serine/threonine-protein kinase 2 (Homo sapiens), O43353 | CCF4 ratio | 360,000 tested, 0.38% active; in the data active means inhibition above about 21%;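 further: 0% = vehicle only and 100% = reference blocker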
TROY NFkB inh – inhibitors of TROY-driven NF-kB signaling, primary screen, Q293 LMP1-TROYcd cells, NF-kB luciferase, uHTS; 360,000 tested, 0.98% active; Q293 LMP1-TROYcd NF-kB luciferase reporter, 4 h; inhibition, % at 10 µM;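 active means compounds whose plate-normalised and pattern-corrected inhibition of the luciferase reporter signal at the single screening dose is 50% or more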
COUP-TFII inh – NR2F2 transcriptional activity inhibitors, primary screen, cell-based, luciferase reporter, HEK293T, luminescence; AID 686940, 2013; 370,000 tested, 0.7% active; inhibition, % at 8.6 µM; HEK293T NGFI-A luciferase reporter; COUP transcription factor 2 (Homo sapiens), P24468;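 active means inhibition above a per-plate cutoff, mean inhibition of test wells between control levels plus 3 SD, cut at about 38% in these data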;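 further: cells cotransfected with COUP-TFII expression vector driving the NGFI-A reporter; 0% = median of COUP-TF2 test wells and 100% = reporter-only cells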
EBV LMP1 NFkB – EBV LMP1-driven NF-kappaB luciferase reporter inhibitors, primary screen, cell-based, luminescence, single point; LMP1-induced NF-kappaB luciferase reporter cells; inhibition, % at 12.5 µM; 350,000 tested, 0.69% active; AID 504558, 2011; in the data active means inhibition above about 41%;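 further: 0% = neutral control wells and 100% = reference inhibitor control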
Vif imaging – HIV Vif self-association inhibitors, primary screen, imaging, HEK293T, single point; HEK293T cells, Vif self-association by quenched fluorescence, 24 h; inhibition, % at 7.49 µM; 340,000 tested, 0.35% active; in the data active means inhibition above about 50%, passing the limit was not always enough; further: some results filed as inactive read as strong as hits
C8 TRAIL sens – viability loss with TRAIL in NB7+C8 cells, primary screen, TRAIL sensitizer project, cell-based, ATPlite luminescence. inhibition (viability loss, TRAIL sensitization), % at 10 µM. 360,000 tested, 1% active. AID 624354, 2012;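 active means compounds causing at least 50% loss of cell viability in the single-dose screen, relative to plate controls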
An asterisk follows results filed as active. This is a subset; the hit share may differ from the screen's.

How did O=C(NCc1ccc(F)cc1)c1cc(C2CCCCN2S(=O)(=O)c2ccc(F)cc2F)on1 (stereo not drawn) do in these assays?
SRC1 inh: 5; NR5A2 inv ag: 19; NCOA3 inh: 12; SRC2 inh: 5; NOD2 RIPK2 PPI: 4; TROY NFkB inh: 10; COUP-TFII inh: 7; Vif imaging: -24; C8 TRAIL sens: -18

What do the screens show for `CC(C)N(C(=O)[C@H]1C[C@H](CC(=O)NCCCn2ccnc2)C(=O)N2CCc3c([nH]c4cc(CCC(=O)N(C)C)ccc34)[C@]12C)C(C)C`?
SRC1 inh: 1; NR5A2 inv ag: -17; NCOA3 inh: -4; TLR9-MyD88 inh: 0; SRC2 inh: -5; NOD2 RIPK2 PPI: 5; TROY NFkB inh: 8; COUP-TFII inh: -10; EBV LMP1 NFkB: -3; C8 TRAIL sens: -6

What do the screens show for `COC(=O)c1sccc1S(=O)(=O)N1CCCC(N(C)CCc2ccccn2)C1` (stereo not drawn)?
SRC1 inh: -8; NR5A2 inv ag: -6; NCOA3 inh: 7; TLR9-MyD88 inh: -4; SRC2 inh: -37; NOD2 RIPK2 PPI: 2; TROY NFkB inh: -15; COUP-TFII inh: 12; EBV LMP1 NFkB: 0; Vif imaging: -2; C8 TRAIL sens: 1

Results for C=CCc1ccccc1OCC(O)CN(C(C)C)C(C)C (stereo not drawn) ?
SRC1 inh: -7; NR5A2 inv ag: -7; NCOA3 inh: 23; TLR9-MyD88 inh: -10; SRC2 inh: -20; NOD2 RIPK2 PPI: 2; TROY NFkB inh: -12; COUP-TFII inh: 2; EBV LMP1 NFkB: 4; Vif imaging: 3; C8 TRAIL sens: 1

What do the screens show for `O=C(NC(=S)Nc1cc(Cl)ccc1N1CCOCC1)c1ccc(-c2cccc(Cl)c2)o1`?
SRC1 inh: -1; NR5A2 inv ag: 14; NCOA3 inh: -18; TLR9-MyD88 inh: -5; SRC2 inh: 11; NOD2 RIPK2 PPI: -9; TROY NFkB inh: 6; COUP-TFII inh: -14; EBV LMP1 NFkB: 2; Vif imaging: 9; C8 TRAIL sens: -5

How did CC(C)/C=N/NC(=O)c1cccc(N2CCCC2=O)c1 do in these assays?
SRC1 inh: -27; NR5A2 inv ag: -25; NCOA3 inh: -2; TLR9-MyD88 inh: 8; SRC2 inh: -34; NOD2 RIPK2 PPI: -3; TROY NFkB inh: -30; COUP-TFII inh: -15; EBV LMP1 NFkB: -5; Vif imaging: 1; C8 TRAIL sens: -6

Results for Cc1c(Cl)ccc2c1NC(=O)C21NC(CCC(N)=O)[C@H]2C(=O)N(c3ccc(Cl)cc3)C(=O)[C@H]21 (stereo partly drawn) ?
SRC1 inh: -20; NR5A2 inv ag: -21; NCOA3 inh: -3; TLR9-MyD88 inh: 8; SRC2 inh: -24; NOD2 RIPK2 PPI: -5; TROY NFkB inh: -36; COUP-TFII inh: 2; EBV LMP1 NFkB: -12; Vif imaging: -4; C8 TRAIL sens: -7

How did Cc1ccc(S(=O)(=O)CCc2ccccn2)cc1 do in these assays?
SRC1 inh: -6; NR5A2 inv ag: 3; NCOA3 inh: -20; TLR9-MyD88 inh: -5; SRC2 inh: -8; NOD2 RIPK2 PPI: 3; TROY NFkB inh: -21; COUP-TFII inh: -2; EBV LMP1 NFkB: -2; Vif imaging: 4; C8 TRAIL sens: 1

Results for C#Cc1ccc([C@@H]2C=C(C(=O)NCc3nc4ccccc4[nH]3)O[C@H](OCC)[C@H]2CCCO)cc1 ?
SRC1 inh: -8; NR5A2 inv ag: -1; NCOA3 inh: -6; TLR9-MyD88 inh: -15; SRC2 inh: -13; NOD2 RIPK2 PPI: -5; TROY NFkB inh: -9; COUP-TFII inh: 1; EBV LMP1 NFkB: 3; Vif imaging: -3; C8 TRAIL sens: 41

How did O=C1CNC(=O)/C(=C\c2ccc(F)cc2)N1 do in these assays?
SRC1 inh: 4; NR5A2 inv ag: -2; NCOA3 inh: -3; TLR9-MyD88 inh: -8; SRC2 inh: -6; NOD2 RIPK2 PPI: 4; TROY NFkB inh: -10; COUP-TFII inh: 22; EBV LMP1 NFkB: -6; Vif imaging: 5; C8 TRAIL sens: -27

What do the screens show for `CC1=Nc2ccccc2/C1=C/c1nc(-c2ccc(C)s2)oc1O`?
SRC1 inh: -7; NR5A2 inv ag: -4; NCOA3 inh: -2; TLR9-MyD88 inh: 17; SRC2 inh: -4; NOD2 RIPK2 PPI: -2; TROY NFkB inh: 1; COUP-TFII inh: 4; EBV LMP1 NFkB: -5; Vif imaging: 0; C8 TRAIL sens: -9

Results for CC(C)(C)CCN1CCC(CN2CCNC2=S)CC1 ?
SRC1 inh: 1; NR5A2 inv ag: 2; NCOA3 inh: -1; TLR9-MyD88 inh: -6; SRC2 inh: 4; NOD2 RIPK2 PPI: -12; TROY NFkB inh: -10; COUP-TFII inh: -1; EBV LMP1 NFkB: -5; Vif imaging: 0; C8 TRAIL sens: -5

What do the screens show for `Nc1cc(S(=O)(=O)N2CCCCC2)ccc1N1CCOCC1`?
SRC1 inh: 0; NR5A2 inv ag: 12; NCOA3 inh: 12; TLR9-MyD88 inh: 8; SRC2 inh: 9; NOD2 RIPK2 PPI: 5; TROY NFkB inh: 3; COUP-TFII inh: 15; EBV LMP1 NFkB: -3; Vif imaging: 2; C8 TRAIL sens: -7

What do the screens show for `O=C(Nc1ccccc1C(=O)NC(Cc1c[nH]c2ccccc12)C(=O)O)c1ccccc1` (stereo not drawn)?
SRC1 inh: 2; NR5A2 inv ag: 1; NCOA3 inh: 7; TLR9-MyD88 inh: 4; SRC2 inh: -8; NOD2 RIPK2 PPI: 0; TROY NFkB inh: -7; COUP-TFII inh: 13; EBV LMP1 NFkB: 6; Vif imaging: -2; C8 TRAIL sens: -16

What do the screens show for `N#CCSc1nnc(Nc2ccccc2)s1`?
SRC1 inh: 2; NR5A2 inv ag: -4; NCOA3 inh: 3; TLR9-MyD88 inh: -7; SRC2 inh: -1; NOD2 RIPK2 PPI: -2; TROY NFkB inh: 5; COUP-TFII inh: -2; EBV LMP1 NFkB: -8; Vif imaging: 4; C8 TRAIL sens: 0

How did N#Cc1ccc(-c2csc(NC(=O)c3ccc(S(=O)(=O)N4CCc5ccccc5C4)cc3)n2)cc1 do in these assays?
SRC1 inh: -5; NR5A2 inv ag: 2; NCOA3 inh: 13; TLR9-MyD88 inh: -6; SRC2 inh: 17; NOD2 RIPK2 PPI: -6; TROY NFkB inh: 4; COUP-TFII inh: 0; EBV LMP1 NFkB: 8; Vif imaging: -23; C8 TRAIL sens: 21

Results for O=C(C[C@H]1C/C=C\C[C@@H](Cc2ccc(F)cc2)C(=O)O[C@H](c2ccccc2)CNC1=O)NCCO ?
SRC1 inh: 2; NR5A2 inv ag: 0; NCOA3 inh: 6; TLR9-MyD88 inh: 6; SRC2 inh: -7; NOD2 RIPK2 PPI: -11; TROY NFkB inh: -16; COUP-TFII inh: -13; EBV LMP1 NFkB: 5; Vif imaging: -2; C8 TRAIL sens: -19

How did COc1ccccc1C(=O)NC(CCSC)C(=O)NCC(c1ccco1)N(C)C (stereo not drawn) do in these assays?
SRC1 inh: 5; NR5A2 inv ag: -35; NCOA3 inh: 7; TLR9-MyD88 inh: -4; SRC2 inh: 6; NOD2 RIPK2 PPI: 1; TROY NFkB inh: 1; COUP-TFII inh: -4; EBV LMP1 NFkB: -3; Vif imaging: -9; C8 TRAIL sens: -10

How did Cc1ccc(-c2nnc(N3CCN(C(=O)c4cccs4)CC3)c3ccccc23)cc1 do in these assays?
SRC1 inh: 22; NR5A2 inv ag: -4; NCOA3 inh: 19; TLR9-MyD88 inh: -3; SRC2 inh: -13; NOD2 RIPK2 PPI: -2; TROY NFkB inh: 28; COUP-TFII inh: -8; EBV LMP1 NFkB: 13; Vif imaging: 0; C8 TRAIL sens: 5

How did CS(=O)(=O)c1cccc(-c2nnc(NC(=O)c3ccc4ncsc4c3)o2)c1 do in these assays?
SRC1 inh: -11; NR5A2 inv ag: 6; NCOA3 inh: 6; TLR9-MyD88 inh: 1; SRC2 inh: -5; NOD2 RIPK2 PPI: 1; TROY NFkB inh: -17; COUP-TFII inh: 1; EBV LMP1 NFkB: -5; Vif imaging: 12; C8 TRAIL sens: 13

How did CC(=O)c1ccc(NC(=O)C2CCCN(C(=O)c3ccc(Cl)cc3)C2)cc1 (stereo not drawn) do in these assays?
SRC1 inh: -14; NR5A2 inv ag: -25; NCOA3 inh: -6; SRC2 inh: -13; NOD2 RIPK2 PPI: -3; TROY NFkB inh: -35; COUP-TFII inh: 9; EBV LMP1 NFkB: -13; Vif imaging: 10; C8 TRAIL sens: -8

What do the screens show for `CSCCC(NC(=O)c1ccco1)C(=O)N(C)CC(=O)Nc1c(Cl)cccc1Cl` (stereo not drawn)?
SRC1 inh: -2; NR5A2 inv ag: -1; NCOA3 inh: -20; TLR9-MyD88 inh: -4; SRC2 inh: -1; NOD2 RIPK2 PPI: -9; TROY NFkB inh: -9; COUP-TFII inh: 4; EBV LMP1 NFkB: -3; Vif imaging: -10; C8 TRAIL sens: 6

How did COC(=O)[C@@H]1C[C@@]2(O)[C@H](O)[C@H](O)[C@H](O)C[C@H]2N1C/C=C/c1ccccc1 do in these assays?
SRC1 inh: -1; NR5A2 inv ag: -6; NCOA3 inh: 23; TLR9-MyD88 inh: -2; SRC2 inh: -14; NOD2 RIPK2 PPI: 0; TROY NFkB inh: 4; COUP-TFII inh: 5; EBV LMP1 NFkB: 5; Vif imaging: 24; C8 TRAIL sens: 4

Results for COC(=O)CCC(=O)COc1ccc(OC)cc1C#N ?
SRC1 inh: -99; NR5A2 inv ag: -135; NCOA3 inh: -45; TLR9-MyD88 inh: -10; SRC2 inh: -57; NOD2 RIPK2 PPI: -3; TROY NFkB inh: -65; COUP-TFII inh: -47; EBV LMP1 NFkB: -11; Vif imaging: 3; C8 TRAIL sens: 5

Results for COc1ccccc1N(CC(=O)NCCSCc1cccc(Cl)c1)S(C)(=O)=O ?
SRC1 inh: 3; NR5A2 inv ag: 11; NCOA3 inh: 5; TLR9-MyD88 inh: 4; SRC2 inh: -12; NOD2 RIPK2 PPI: 7; TROY NFkB inh: 4; COUP-TFII inh: 5; EBV LMP1 NFkB: 1; Vif imaging: 2; C8 TRAIL sens: -3
